EPAC1 antagonist: qHTS for Antagonist of cAMP-regulated guanine nucleotide exchange factor 3 (EPAC1): primary screen; Rap guanine nucleotide exchange factor 3 (Homo sapiens), O95398; EPAC1 GEF assay, Rap1b-BODIPY-GDP exchange fluorescence; Potency, µM (highest dose often 115 µM), without a hit: top-dose activity change, negative = inhibition, hits mostly inhibitors; 360,000 tested, 0.14% active; AID 720709, 2013;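 further: potency means the concentration at half of the fitted maximal effect; plate controls were vehicle for no effect and positive control for full effect; nearly all actives have a fitted effect of over 50% in size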
Mm-Cpn inhibitor: Inhibitors of TCP-1 ring complex (TRiC) of Methanococcus maripaludis (MmCpn): qHTS; Chaperonin Mm-Cpn (Methanococcus maripaludis); purified Mm-Cpn ATPase, ADP Transcreener TR-FRET; Potency, µM (highest dose often 76.9 µM), without a hit: top-dose activity, negative = inhibition, most hits filed as inhibitors; 330,000 tested, 0.031% active; further: potency means the concentration at half of the fitted maximal effect; on the % scale 0 is the no-effect control and ±100 the full control effect; nearly all actives have a fitted effect of over 80% in size
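ATPase turnover read by TR-FRET ADP competition (Eu cryptate antibody/ADP-d2, 665/590 nm): 10uM ATP final, 25nM Mm-CPN final, 30 min 37degC after 10-min compound preincubation, pH 7.4 Tris/KCl/MgCl2/DTT buffer.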
PLK1 PBD block: qHTS for Inhibitors of PLK1-PDB (polo-like kinase 1 - polo-box domain): Primary Screen | Serine/threonine-protein kinase PLK1 (Homo sapiens), P53350 | Plk1 PBD binding of FITC phosphopeptide, fluorescence polarization | Potency, µM, without a hit: max response, negative = inhibition, most hits filed as inhibitors | 360,000 tested, 2.8% active | AID 720504, 2013; further: potency means the concentration at half of the fitted maximal effect; series mostly up to about 57 µM; on the % scale 0 is the no-effect control and ±100 the full control effect; nearly all actives have a fitted effect of over 65% in size
Target sequence (P53350 whole entry, looked up, the tested form may be a part): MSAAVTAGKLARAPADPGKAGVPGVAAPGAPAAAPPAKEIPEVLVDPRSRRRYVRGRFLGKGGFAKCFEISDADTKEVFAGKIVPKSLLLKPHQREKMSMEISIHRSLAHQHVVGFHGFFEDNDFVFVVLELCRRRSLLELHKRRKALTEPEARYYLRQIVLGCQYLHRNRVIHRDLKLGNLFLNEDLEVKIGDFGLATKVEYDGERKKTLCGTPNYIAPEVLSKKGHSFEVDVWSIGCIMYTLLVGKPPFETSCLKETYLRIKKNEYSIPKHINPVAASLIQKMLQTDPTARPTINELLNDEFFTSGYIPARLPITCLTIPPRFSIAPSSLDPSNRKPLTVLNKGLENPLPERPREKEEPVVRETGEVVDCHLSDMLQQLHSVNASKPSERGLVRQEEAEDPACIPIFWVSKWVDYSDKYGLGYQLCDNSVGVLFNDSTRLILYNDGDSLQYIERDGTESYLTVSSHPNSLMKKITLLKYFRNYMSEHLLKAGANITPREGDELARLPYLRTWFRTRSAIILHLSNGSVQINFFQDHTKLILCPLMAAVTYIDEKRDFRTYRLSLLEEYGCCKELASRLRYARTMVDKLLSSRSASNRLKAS
CCT modulator: High-Throughput Screening for Modulators of Cytosolic Chaperonin Activity; purified chaperonin ATPase assay, HTRF ADP detection, 30 min; activity change, % (concentration not given with the values), hits read low; 360,000 tested, 0.3% active; in the data active means activity change below about -30%; further: on the % scale 0 is the no-effect control and ±100 the full control effect
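ATPase activity: ADP formed was measured by HTRF Transcreener (665/615 nm ratio) after 30 min at 37 deg C with 10 uM ATP. Compounds screened at one 76 uM concentration against 40 or 20 nM TRiC in Tris pH 7.4/KCl/MgCl2/DTT buffer.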
PI5P4K alpha inh: qHTS for Inhibitors of phosphatidylinositol 5-phosphate 4-kinase (PI5P4K) | PI5P4Kalpha enzyme, ADP-Glo luminescence, 60 min; active compounds read low | 330,000 tested, 1.2% active | max response, %; active means max response of -50% or lower; inconclusive means between -30% and -50%; inactive means -30% or higher; further: value at the top dose of about 77 µM; on the % scale 0 is the no-effect control and ±100 the full control effect
Target sequence (P48426 whole entry, looked up): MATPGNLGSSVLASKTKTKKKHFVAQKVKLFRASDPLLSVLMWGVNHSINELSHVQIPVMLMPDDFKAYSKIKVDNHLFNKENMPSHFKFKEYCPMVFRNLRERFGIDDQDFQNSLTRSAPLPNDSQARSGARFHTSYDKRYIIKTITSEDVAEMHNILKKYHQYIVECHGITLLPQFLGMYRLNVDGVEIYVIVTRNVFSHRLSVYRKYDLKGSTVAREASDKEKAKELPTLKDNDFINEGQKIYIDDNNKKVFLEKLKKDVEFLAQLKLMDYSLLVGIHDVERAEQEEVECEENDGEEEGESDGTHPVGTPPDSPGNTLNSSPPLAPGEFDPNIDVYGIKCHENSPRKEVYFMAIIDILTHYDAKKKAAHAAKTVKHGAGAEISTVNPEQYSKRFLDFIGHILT
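Quantitative HTS of the MLSMR library against PI5P4Kalpha with substrate. ATP added last at 5 microM final; room temperature, 60 minutes. Remaining ATP depleted, ADP converted and read as luminescence.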
EPAC1 ag: qHTS for Agonist of cAMP-regulated guanine nucleotide exchange factor 3 (EPAC1): primary screen | Rap guanine nucleotide exchange factor 3 (Homo sapiens), O95398 | EPAC1 agonist qHTS, biochemical assay; response scale: 100% = response to 6.5 mM cAMP | Potency, µM (doses to about 154 µM), without a hit: top-dose activation, hits mostly activators | 360,000 tested, 0.073% active | AID 720707, 2013; further: potency means the concentration at half of the fitted maximal effect; nearly all actives have a fitted effect of over 60% in size
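Fluorescent GDP-exchange assay: 100 nM EPAC1 with 250 nM Rap1B preloaded with BODIPY-GDP and 50 uM GDP; compounds tested as concentration series, 5 min at room temperature, then read every 5 min for 30 min (ex 480/em 540 nm); normalized to 6.5 mM cAMP.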
EPAC2 antagonist: qHTS for Antagonist of cAMP-regulated guanine nucleotide exchange factor 2 (EPAC2): primary screen. Potency, µM (doses to about 114 µM), for the others: at the top dose activity, negative = inhibition, actives largely listed as inhibitors. EPAC2 GEF exchange of Rap1B-BODIPY-GDP, fluorescence. 360,000 tested, 0.18% active. AID 720708, 2013. Rap guanine nucleotide exchange factor 4 (Homo sapiens), Q8WZA2; further: potency means the concentration at half of the fitted maximal effect; on the % scale 0 is the no-effect control and ±100 the full control effect; nearly all actives have a fitted effect of over 45% in size; many of its hits are not listed in these tables
WRN inhibitor: qHTS for Inhibitors of WRN Helicase; Bifunctional 3'-5' exonuclease/ATP-dependent helicase WRN (Homo sapiens), Q14191; 360,000 tested, 0.46% active; WRN helicase unwinding, fluorescent forked duplex, kinetic; AID 651768, 2012; Potency, µM (series often up to 114 µM), without a hit: at the top dose activity change, negative = inhibition, usual class: inhibitors; further: potency means the concentration at half of the fitted maximal effect; on the % scale 0 is the no-effect control and ±100 the full control effect; nearly all actives have a fitted effect of over 55% in size
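Enzyme (20 nM final) and test compound sit together 15 min at room temperature before substrate addition. Substrate is a single-forked duplex oligonucleotide (100 nM) labelled with fluorophore and quencher, with 2 mM ATP; helicase unwinding raises red fluorescence, read kinetically.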
Numbers without * were called inactive; ? = inconclusive; / = no result given; [ ] = dose if it differs, or a comment. Unless noted, the call rests on the fitted dose curve; in most records, active means well fitted curve in the direction sought with a large enough effect; inconclusive means small, poorly fitted or top-dose-only effect, or another doubt; inactive means no such curve, though single readings can be large; an effect the other way counts as inactive or inconclusive.

SMILES	EPAC1 antagonist	Mm-Cpn inhibitor	PLK1 PBD block	CCT modulator	PI5P4K alpha inh	EPAC1 ag	EPAC2 antagonist	WRN inhibitor
CCn1c2c(c3cc(OCC(C)C)ccc31)CCCC2=O	-5.7%	-4.9%	-6.5%	-8.4	/	5.4%	-9.7%	-7.2%
COc1cc(C(=O)NNC(=O)c2nn(C)c(=O)c3ccccc23)cc(OC)c1OC	-1.9%	1.2%	1.1%	-4.9	-1.2	11.2%	-7.6%	?
O=C(NC1CCCC1)C(c1ccsc1)N(CCc1ccccc1)C(=O)Cc1cccs1 (configuration not stated)	9.5%	3.3%	-5.9%	-8.6	4.0	3.7%	-0.3%	-0.1%
Cc1cc(/C=C2\SC(=Nc3ccc(N4CCOCC4)cc3)N(C)C2=O)c(C)n1-c1cccnc1	16.1%	-2.3%	6.3%	2.2	4.6	-8.4%	24.1%	-12.4%[57.1 µM]
COc1ccccc1-c1cccc(-c2nc(C(=O)Nc3nccs3)cc3c2[C@@H](CCO)N(C(=O)CC2CC2)C3)c1	-22.0%	/	-4.5%	-0.6	-12.7	-19.0%	-1.2%	-6.8%
COc1ccccc1OCC(=O)Nc1ccc(S(=O)(=O)Nc2onc(C)c2C)cc1	-11.4%	2.8%	-0.5%	1.7	-1.2	1.4%	-3.4%	-3.0%
COc1ccc(S(=O)(=O)N(C)C2CCN(C)CC2)cc1	-3.3%	-2.4%	-8.9%	-0.4	3.3	5.1%	1.1%	-1.3%
CCOC(=O)C(CC)(CC)C(=O)/C=C/c1cccc(Br)c1	2.3%	/	-5.1%	-2.0	-8.6	-6.1%	1.3%	-30.7%
COc1ccc(C2OCC(C)(C)CO2)cc1OC	4.0%	/	0.8%	-0.3	-3.3	12.0%	-10.5%	4.5%
CCn1c(CN2CCOCC2)nnc1SCC(=O)Nc1ccccc1Cl	-10.6%	-0.7%	-15.4%	3.0	1.8	-16.1%	-8.7%	-7.2%
COc1ccc(CN2CC(=O)N(c3ccc(Cl)cc3)C2=S)cc1OC	-2.3%	-2.6%	-4.7%	0.3	7.2	-0.6%	-6.4%	-8.1%
COc1ccc(N(Cc2cc3cc(OC)ccc3[nH]c2=O)C(=O)C2CCCO2)cc1 (configuration not stated)	-5.2%	1.1%	-5.0%	-0.6	-4.4	6.0%	0.8%	-9.2%
CCC(=O)Nc1nnc(C(C)(C)C)s1	10.9%	0.8%	-1.0%	1.2	/	1.3%	10.8%	5.3%
C=CCOc1ccc(CN(C)Cc2nc3cc(C(F)(F)F)ccc3c(=O)[nH]2)cc1	-27.9%	0.9%	-0.1%	-4.5	9.2	-7.8%	-21.6%	-9.0%
CC(NC(=O)CCl)c1ccccc1Br (configuration not stated)	?	-2.7%	-12.1%	0.9	-0.3	8.6%	-6.6%	4.0%
COc1cc(NC(=O)c2ccccc2)c(OC)cc1NC(=O)CN1C(=O)N(C)C2(CCCCC2)C1=O	0.8%	1.1%	-6.4%	-0.3	3.8	3.6%	-8.0%	-8.8%
CCOC(=O)c1cc(S(=O)(=O)NC2CCC(C)CC2)cn1C (configuration not stated)	-4.2%	-0.6%	-5.1%	-1.4	5.9	-0.8%	-19.1%	-3.3%
Cc1ccc(-c2nc3c(Cl)cc(C(F)(F)F)cn3c2Cc2cccc(Cl)c2)cc1	4.7%	/	4.5%	1.2	11.9	1.6%	-6.1%	-3.5%
Cc1ccc(N(C(=O)c2csnn2)C(C(=O)NC2CCCCC2)c2ccncc2)c(C)c1 (configuration not stated)	2.7%	3.7%	-1.6%	4.0	3.2	-6.3%	20.9%	-3.7%
COc1ccc(OCC(=O)OCCN2C(=O)c3ccccc3C2=O)cc1	0.9%	-1.3%	0.1%	0.0	2.0	-1.1%	17.6%	-13.2%
CCc1nnc(NC(=O)COC(=O)c2cc(OC)cc(OC)c2)s1	?	-1.1%	-1.2%	1.2	-1.0	-3.3%	-1.3%	-1.4%
O=C(COc1ccc(/C=N/NC(=O)c2cccnc2)cc1)Nc1ccccc1	-1.3%	-1.5%	0.1%	-3.9	-2.7	-1.0%	0.8%	-25.7%
Cc1sc2nc(CSCC(=O)Nc3c(Cl)cccc3Cl)[nH]c(=O)c2c1C	3.0%	-18.3%	19.4%	0.8	1.4	-0.2%	28.6%	-17.4%[57.1 µM]
C#Cc1ccc([C@H]2C=C(C(=O)NCc3nc4ccccc4[nH]3)O[C@@H](OCc3ccc(CO)cc3)C2)cc1	-0.3%	/	-0.9%	-0.8	-5.4	1.9%	7.4%	-8.0%
COn1c(=O)c(-c2ccc(Cl)cc2)[n+]([O-])c2ccccc21	6.7%	1.9%	-17.8%	-0.1	-3.0	-0.4%	3.8%	5.2%[57.1 µM]
CCN(CC)C(=O)CSc1nnc(CCCCCNC(=O)OC(C)(C)C)o1	0.9%	1.7%	-10.9%	-1.3	/	8.9%	-12.2%	6.2%
CCn1c(SCC(=O)N2CCN(c3cccc(Cl)c3)CC2)nc2ccccc2c1=O	-14.7%	1.5%	-16.7%	-1.8	2.0	19.3%	-5.8%	-6.3%
O=C(COC(=O)c1cccnc1Nc1cccc(C(F)(F)F)c1)NC1CCS(=O)(=O)C1 (configuration not stated)	-3.1%	-0.9%	-8.7%	1.1	3.8	-0.6%	-7.9%	-1.6%
Cc1ccc(S(=O)(=O)NC(C)C(c2cccs2)N2CCN(c3ccccc3)CC2)cc1 (configuration not stated)	-5.8%	2.3%	-4.9%	1.3	9.4	9.3%	-4.0%	-8.3%
Cc1cc(=O)oc2c3c(cc(OCC(=O)N[C@@H](Cc4ccccc4)C(=O)O)c12)OC(C)(C)CC3	-0.1%	-1.2%	6.7%	0.3	-1.3	3.6%	6.8%	-14.2%
CCNc1sc(S(C)(=O)=O)nc1S(=O)(=O)c1ccc(Cl)cc1	1.9%	0.9%	3.2%	0.1	2.9	-2.9%	-1.1%	-2.5%
CCN1CCN(C(=O)c2cc(COc3ccc(C(C)=O)cc3OC)on2)CC1	-12.5%	-0.8%	-12.8%	-0.6	1.0	-4.1%	8.8%	3.4%
COc1cc(C(C)=O)ccc1OCC(=O)Nc1ccc(C)c(S(=O)(=O)N2CCCCCC2)c1	-29.5%	-8.4%	-10.6%	-3.2	0.9	8.6%	-11.8%	-2.0%
CC1CC(C)CN(S(=O)(=O)c2ccc(C(=O)OCC(=O)NCCN3C(=O)CSC3=O)cc2)C1 (configuration not stated)	-24.0%	-1.5%	-11.9%	0.6	0.8	-5.4%	-4.0%	-9.7%
Cc1ccc(OCC(=O)NC2=NCCS2)cc1	6.1%	0.4%	-9.1%	0.2	0.9	1.3%	-2.3%	0.6%
CCOCCc1nnc(NC(=O)c2cccc(F)c2)s1	-2.5%	0.7%	26.7µM*	0.1	1.5	-6.9%	-1.1%	3.0%
CC(C)CN(C(=O)CN1CCN(c2ccccc2O)CC1)c1c(N)n(CC(C)C)c(=O)[nH]c1=O	-14.9%	-1.1%	-2.7%	-0.6	6.6	-18.2%	14.6%	-7.9%
COc1ccc2cc(C#N)c(SCC(=O)NNC(=O)Cc3ccccc3)nc2c1	3.5%	-1.6%	16.9%	3.0	-7.4	4.3%	16.0%	1.0%
CC(C)Cc1ccc(C(C)NC(=O)c2ccc(=O)[nH]c2)cc1 (configuration not stated)	-9.0%	2.7%	4.1%	-0.5	6.6	6.4%	-1.1%	0.1%
S=C(c1ccccc1)N1CCN(c2ccccc2)CC1	-1.2%	/	26.7µM*	-1.1	3.3	9.2%	-0.6%	-21.7%
Cc1ccc(S(=O)(=O)N2CCN(C(=O)c3ccc([N+](=O)[O-])cc3)C2)cc1	-0.6%	1.6%	2.0%	0.8	1.1	20.7%	17.2%	5.3%
CCOc1ccccc1NC(=O)C1CCC(CNc2c(N3CCCCC3)c(=O)c2=O)CC1 (configuration not stated)	-11.4%	0.7%	-12.8%	-1.5	-2.6	-4.9%	-0.4%	0.0%
CN(CCc1ccccn1)C(=O)CCC1CCCN(C(=O)c2cccc(N(C)C)c2)C1 (configuration not stated)	-8.7%	0.2%	-1.6%	-1.0	-1.1	-2.0%	-5.9%	10.1%
CC(C)CC(C(=O)O)N1C(=O)C2C3C=CC(C2C1=O)C1C(=O)N(C(CC(C)C)C(=O)O)C(=O)C31 (configuration not stated)	14.7%	1.9%	-17.0%	0.0	-4.4	8.9%	-1.2%	-5.7%
CCOc1ccc(C(=O)Nc2c(C(=O)N3CCC(N4CCCCC4)CC3)oc3ccccc23)cc1	-18.7%	-0.4%	-16.7%	-1.8	0.5	-6.4%	15.9%	10.4%
O=C(O)c1ccc(CSc2nnc(SCc3ccccc3)s2)cc1	-13.3%	-1.2%	-3.4%	0.9	2.5	0.0%	-2.0%	-5.6%
C[C@@H]1CN([C@H](C)CO)C(=O)CCCn2nncc2CO[C@H]1CN(C)Cc1ccc(C(F)(F)F)cc1	6.4%	/	-4.3%	-0.1	1.8	-1.6%	7.1%	6.7%

Not all compounds are listed. The share of hits here may be higher or lower than overall.
